OXTR potentiate = human OXTR potentiation. P30559. actives 0.061% (n = 320,000). activation, % at 3 µM. CHO-OTR cells, Fluo-8 calcium fluorescence, potentiator mode; 0% = oxytocin EC15, 100% = EC100;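 active = activation above that plate's cutoff, the mean activation of tested compounds plus 3 SD, cut at about 6.6% in these data, passing the limit was not always enough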;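 also: 100% uses oxytocin at 75 nM as the full agonist control; some results filed as inactive read as strong as hits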
Target sequence (P30559 whole entry, looked up): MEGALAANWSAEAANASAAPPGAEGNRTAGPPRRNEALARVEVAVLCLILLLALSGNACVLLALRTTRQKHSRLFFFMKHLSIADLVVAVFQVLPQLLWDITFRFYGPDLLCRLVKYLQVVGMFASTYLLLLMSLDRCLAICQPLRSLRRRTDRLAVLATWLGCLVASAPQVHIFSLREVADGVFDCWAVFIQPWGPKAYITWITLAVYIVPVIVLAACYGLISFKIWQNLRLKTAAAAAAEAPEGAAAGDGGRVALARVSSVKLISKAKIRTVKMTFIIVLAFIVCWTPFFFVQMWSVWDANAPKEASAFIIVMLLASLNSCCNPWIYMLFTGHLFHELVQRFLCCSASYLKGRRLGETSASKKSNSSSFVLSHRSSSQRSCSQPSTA
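System: human OTR in CHO cells; Also added: sub-maximal oxytocin, roughly EC15; Timing: compound 6 min at room temperature before oxytocin, 100 s read; Technique: Fluo-8 intracellular calcium fluorescence, ex 470-495, em 515-575 nm; Controls: oxytocin EC15 low and EC100 high; Replication: singlicate.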
CHO-K1 Ca antag = counter-screen for M1 antagonists: effect in parental CHO-K1 cells. ATP-induced calcium, Fluo-8 fluorescence. inhibition, % at 3 µM. actives 0.6% (n = 360,000);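 active = inhibition above a per-plate cutoff, the plate's mean sample inhibition plus 3 SD, cut at about 24% in these data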;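 also: 0% = DMSO plus EC80 ATP and 100% = DMSO alone without ATP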
CHRM1 agonist = agonists of human M1 muscarinic receptor; CHO-K1 hM1, Fluo-8 calcium fluorescence, agonist mode; 0% DMSO, 100% acetylcholine EC100; actives 0.33% (n = 360,000); activation, % at 3 µM; P11229;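 active = activation above the run's mean compound activation plus 3 SD, cut at about 16% in these data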;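 also: peak over basal fluorescence ratio within a 140 s kinetic read after compound addition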
TAAR1 ag = agonists of human TAAR1 | CHO RD-HGA16 TAAR1, Fluo-8 calcium fluorescence; vehicle wells 0%, saturating PEA agonist 100% | Q96RJ0 | actives 0.99% (n = 360,000) | activation, % at 3 µM;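 active = activation above the mean activation of all test compounds in the run plus 3 SD, cut at about 38% in these data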
Target sequence (Q96RJ0 whole entry, looked up): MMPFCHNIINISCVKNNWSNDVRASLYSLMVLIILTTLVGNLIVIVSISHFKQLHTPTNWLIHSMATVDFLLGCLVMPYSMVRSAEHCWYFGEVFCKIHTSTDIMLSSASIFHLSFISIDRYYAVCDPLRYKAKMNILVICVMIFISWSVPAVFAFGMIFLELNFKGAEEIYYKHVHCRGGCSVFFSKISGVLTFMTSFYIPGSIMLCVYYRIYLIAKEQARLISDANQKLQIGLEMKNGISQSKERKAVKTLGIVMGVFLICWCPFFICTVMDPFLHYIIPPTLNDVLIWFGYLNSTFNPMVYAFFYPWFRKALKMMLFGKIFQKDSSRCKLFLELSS
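Test system: RD-HGA16 (CHO) cells co-expressing Gα16 and hTAAR1 | Doses: Single dose, 3 µM | Schedule: 17-24 h seeding, 75 min 37 °C dye, 30 min RT | Evaluation: % activation from peak over basal fluorescence ratio, DMSO-to-PEA scaled | Technique: Kinetic Fluo-8 calcium fluorescence | Benchmarks: Low control DMSO, high control PEA (EC100)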
V1R ag counter = counter-screen for oxytocin receptor agonists: human V1a receptor agonists; activation, % at 3 µM; P37288; AID 2797; actives 0.25% (n = 320,000); CHO-V1R cells, Fluo-8 calcium fluorescence, agonist mode; 0% DMSO, 100% 3 nM vasopressin;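 active = activation above the mean activation of all tested compounds plus 3 SD, per screening run, cut at about 20% in these data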;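 also: signal is peak over basal fluorescence ratio across a 100 second FLIPR read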
CHO parental Ca = counter-screen: ATP calcium response change in parental CHO cells; parental CHO-K1, ATP-induced calcium, Fluo-8 fluorescence; inhibition, % at 5.6 µM; actives 0.63% (n = 330,000); AID 463079;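 active = inhibition above that plate's mean sample inhibition plus 3 SD, cut at about 26% in these data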;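 also: 0% = ATP-challenged DMSO wells and 100% = DMSO wells without ATP; some compounds past the cut are filed as inactive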
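Measured by: calcium-sensitive Fluo-8 fluorescence / Test system: CHO parental line / Controls: ATP-challenged DMSO wells low, unchallenged DMSO wells high / Measure: % inhibition / Compound: single nominal dose of 5.6 µM per compound / Replicates: single well per compound, no replicates / Reagent: ATP as calcium-mobilizing challenge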
CHO-K1 Ca ag = counter-screen for M1 agonists: effect in parental CHO-K1 cells; Fluo-8 calcium fluorescence; scaled to maximal ATP response, vehicle zero; activation, % at 3 µM; AID 602248; actives 0.48% (n = 360,000); in the data active = activation above about 15%;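 also: untransfected CHO-K1 host cells lacking M1 receptor as counterscreen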
TAAR1 antag = human TAAR1 antagonism. Q96RJ0. actives 1.5% (n = 360,000). inhibition, % at 3 µM. CHO RD-HGA16 TAAR1, Fluo-8 calcium fluorescence, antagonist;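 active = inhibition above a per-plate cutoff, the mean inhibition of test compounds on that plate plus 3 SD, cut at about 49% in these data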;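 also: 0% = DMSO plus EC80 beta-PEA response and 100% = DMSO alone without agonist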
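Material: CHO RD-HGA16 cells bearing hTAAR1; compound dosing: one-point dosing, 3 µM nominal final; schedule: dye loading 75 min at 37 °C, then 30 min room temperature; measured by: calcium fluorescence with Fluo-8; control set: vehicle and agonist controls; replication: n of 1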
M1 PAM parental = nonselective activator or artifact in parental CHO-K1 calcium assay; ATP EC20, Fluo-8 calcium fluorescence; 0% at ATP EC20, 100% at ATP max; activation, % at 3 µM; actives 0.02% (n = 360,000); AID 602247;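 active = activation above the run cutoff, the mean activation of all test compounds plus 3 SD, cut at about 40% in these data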;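 also: peak over basal fluorescence ratio in a 140 s read after ATP addition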
Starred values were filed as active, the others as inactive; / = no result given.

SMILES	OXTR potentiate	CHO-K1 Ca antag	CHRM1 agonist	TAAR1 ag	V1R ag counter	CHO parental Ca	CHO-K1 Ca ag	TAAR1 antag	M1 PAM parental
COc1cc(/C=C/C(=O)O)ccc1OS(=O)(=O)c1ccc(C)cc1	-4	-4	-2	9	1.0	-9	-0.1	-12	18
CCc1ccc(NC(=O)Cn2ccn(-c3cccc(Cl)c3)c(=O)c2=O)cc1	-2	-16	-6	1	0.7	-12	0.4	2	30
COc1ccc(N=Nc2ccc(O)c(P(=O)(c3ccccc3)c3ccccc3)c2)cc1	2	-9	-2	1	-0.1	-6	0.8	-30	11
O=C(c1ccoc1)N1CCC2(CC1)Oc1ccc(Cl)cc1C(=O)C21CC(c2cccnc2)=NO1 (stereo unspecified)	-14	-10	-6	10	3.0	-5	2.9	21	4
CCCN1C(=O)c2ccccc2NC1c1ccc(OC)c(CSc2ccccn2)c1 (stereo unspecified)	-8	-4	-6	2	1.6	-13	1.2	-4	11
COc1cc(/C=C/c2ccc3cccc([N+](=O)[O-])c3n2)ccc1OCC(=O)O	-2	-16	-2	0	0.8	-4	0.3	-15	20
N=C1c2ccccc2CN1NC(=O)c1cccc(S(=O)(=O)N2CCOCC2)c1	-3	4	-3	2	0.3	9	0.0	-14	-10
CCOC(=O)C1(CC2CCCCO2)CCN(S(=O)(=O)c2c(C)nn(C)c2C)CC1 (stereo unspecified)	-10	-18	-6	0	0.1	-4	0.7	-4	6
O=C(Cc1ccccc1)NC1CCN(S(=O)(=O)c2ccc(C(=O)O)cc2)CC1	-2	-12	-1	2	0.1	-1	0.2	-4	-7
NC(=O)c1oc2ccc(Cl)cc2c1N	-2	-5	0	-2	1.0	2	0.1	17	3
Nc1nc(SCC(=O)Nc2cc(Cl)c(Cl)cc2Cl)n[nH]1	-7	-14	2	21	6.3	-7	1.6	-4	17
CN1c2ccccc2Sc2cc(N)ccc21	1	-15	-1	-1	0.1	-6	0.6	-9	24
Nc1cc(=O)[nH]c(SCC(=O)Nc2ccccc2-c2ccccc2)n1	-2	-12	-5	0	-1.0	14	3.8	1	15
COc1ccc(NS(=O)(=O)c2c(C)cc(C)cc2C)cn1	-11	-6	-7	3	1.8	-14	0.3	-27	-6
COc1ccc(C)cc1NC(=O)CCC(=O)Nc1nnc(C(F)(F)F)s1	0	18	4	5	0.4	-2	0.6	10	-10
COc1ccc(CNC(=O)CNC(=O)c2ccc(C(C)(C)C)cc2)cc1OC	-9	4	3	6	2.0	-25	1.5	-10	-8
Nc1nc(SCc2cccc(Br)c2)n[nH]1	/	-13	-5	2	/	/	0.5	-19	26
Cc1ccc(N2CCN(S(=O)(=O)N3CCCCC3)CC2)c(C)c1	-11	/	/	16	0.8	14	/	11	/
CN(C(=O)COc1nnc(-c2cccs2)c(-c2cccs2)n1)c1ccccc1	-16	-12	-10	5	0.4	-14	1.7	2	16
CC(OC(=O)CCNS(=O)(=O)c1ccccc1)C(=O)Nc1ccc(S(=O)(=O)N2CCCCC2)cc1 (stereo unspecified)	/	-10	-4	9	/	/	3.8	16	0
Nc1ccc(S(=O)(=O)Nc2ccc(Cl)nn2)cc1	-3	-7	-1	-1	-0.1	1	0.2	-24	9
CC(CNC(=O)COC(=O)c1cccnc1Cl)c1ccccc1 (stereo unspecified)	/	10	-1	0	/	/	-0.1	-19	-11
COc1ccc(CCNC(=O)c2nnc(CS(=O)(=O)c3ccccc3)o2)cc1OC	-7	7	-2	2	2.0	4	1.2	-2	8
COc1ccc(CC(=O)NCc2nnc(SCC(=O)Nc3ncc(C)s3)n2C)cc1	-6	-15	-8	2	-0.6	-13	0.6	-4	17
CCOC(=O)C(NC(=O)c1ccccc1)(Nc1cc(C)on1)C(F)(F)F (stereo unspecified)	1	10	-3	9	0.1	-8	-0.1	0	8
N#CCSCC(=O)Nc1ccc(F)cc1	4	-33	0	11	-0.3	-7	1.1	4	30
CC1(C(=O)NS(=O)(=O)c2ccc(C#N)cc2)CCN1C(=O)c1cccc2ccccc12 (stereo unspecified)	/	1	-2	0	/	/	0.1	-7	4
COc1cccc(C(C(=O)NC2CCCC2)N(Cc2ccco2)C(=O)c2ccco2)c1OC (stereo unspecified)	-15	-7	-3	5	0.0	-4	2.4	9	2
CCc1nn(CC(=O)NCc2ccccc2Cl)c(=O)c2cccn12	-6	-8	-4	4	0.1	-19	1.0	-21	13
COc1ccc(C(C)=O)cc1CSc1nncn1C	-8	-13	-5	4	1.2	-5	0.4	-16	14
Nc1cc(N)nc(SCCOc2ccccc2)n1	0	6	3	3	1.6	-6	0.7	0	3
Cc1ccc(/C=C2\SC(=S)N(CCC(=O)Nc3ccc(O)cc3)C2=O)cc1	-5	-11	-1	4	2.3	-13	3.1	-12	9
Cc1cc(C)n(C(=O)CCNC(=O)c2ccccc2Cl)n1	4	-6	-4	2	-0.1	-5	0.1	3	8
COC(=O)[C@@]1(Cc2ccc(F)cc2)[C@H]2c3cc(C(=O)N4CCCC4)n(Cc4ccccc4)c3C[C@H]2CN1C(=O)c1ccccc1	/	-10	/	2	/	/	1.5	4	9
Cc1ccc(S(=O)(=O)/N=C(\c2ccccc2)N(C)S(=O)(=O)c2ccccc2)cc1	2	0	-7	6	-0.9	-6	5.8	-9	19
O=C(CCS(=O)(=O)Cc1ccccc1)NCC1CCCO1 (stereo unspecified)	-3	-24	-3	6	-0.2	1	1.4	10	18
O=C(CNC(=O)c1ccc(Br)cc1)Nc1ccc2c(c1)CCC2	-7	15	1	-1	0.7	-2	-0.2	-9	-20
CCOc1ccc(S(=O)(=O)N2CCOCC2)cc1NC(=O)CN1C(=O)NC(C)(C2CC2)C1=O (stereo unspecified)	/	1	-4	3	/	/	0.0	-6	3
COC(=O)c1nnn(-c2ccc(Cl)c(Cl)c2)c1C(=O)OC	2	-14	-4	0	-0.6	1	0.2	5	14
CCOC(=O)c1ccc(NC2c3ccccc3C(=O)N2c2ccc(C)cn2)cc1 (stereo unspecified)	-3	23	0	0	0.5	-1	-0.1	-15	-1
COc1cccc(-c2nc3ccccc3c(=O)o2)c1	1	1	0	3	0.3	2	0.1	-27	6
CCOc1cc(-n2cnnn2)c(OCC)cc1NC(=O)c1cnccn1	-3	-18	0	7	1.2	-2	0.2	-16	12
CC(C)CN(C(=O)COC(=O)CNC(=O)c1ccccc1F)C1CCS(=O)(=O)C1 (stereo unspecified)	1	-20	-3	10	0.4	-2	1.3	9	30
CC1CN(S(=O)(=O)c2ccc(C(=O)N3c4ccccc4CC3C)cc2)CC(C)O1 (stereo unspecified)	-4	-23	-2	18	0.2	0	0.7	7	14
CCOC(=O)CCN(C(=S)Nc1ccccc1)C1CCCCC1	/	4	-2	0	/	/	-0.1	-8	4
CCC(C)[C@H](NC(=O)NCc1ccccn1)C(=O)OC (stereo partly specified)	0	0	-5	2	0.2	-6	-0.1	2	23
CC(=O)N1CCc2cc(NS(=O)(=O)c3cccs3)ccc21	-2	9	-3	5	2.5	-15	1.6	-1	0
CNC(=O)c1ccc(CNC(=O)OCC(F)(F)F)cc1	-10	-1	-3	7	-0.3	-4	0.4	2	14
Cc1ccc(C)c(C(=O)CSc2nc(C)cc(=O)[nH]2)c1	-3	15	-3	1	1.2	1	8.2	7	7
CSc1nc2ccc(NS(=O)(=O)c3ccccc3F)cc2s1	2	10	-7	-1	2.7	-16	1.1	7	5
CN(CC(=O)N1CCN(Cc2ccccc2)CC1)S(=O)(=O)c1ccc(F)cc1	1	-9	2	2	4.8	-1	1.3	-34	6

Screening data as filed in PubChem.
